CRFR2-BP ag: agonists of human CRF-binding protein/CRF-R2 receptor complex. actives 0.46% (n = 350,000). HEK293 CRF-R2/CRF-BP, calcium dye fluorescence (FLIPR); percent of saturating CRF peptide response. activation, % at 13.2 µM;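 active = activation of at least 50%, plus an integration ratio under a set limit after plate pattern correction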;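 note: plate controls were neutral control wells without compound for no effect and CRF at EC100 for full effect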
GalR3 antag: human GalR3 antagonism; O60755; HEK293 GalR3-CNG cAMP membrane potential fluorescence; galR3 body fused to GalR1 C-terminus; inhibition, % at 3 µM; actives 0.44% (n = 360,000);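 active = inhibition above the screen-wide average plus 3 SD, cut at about 13% in these data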;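 note: forskolin and galanin both at EC90 stimulate the cells; cAMP rise reported by CNG channel membrane potential dye signal; 0% = forskolin plus galanin with DMSO and 100% = forskolin alone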
Target sequence (O60755 1-299 limits assumed): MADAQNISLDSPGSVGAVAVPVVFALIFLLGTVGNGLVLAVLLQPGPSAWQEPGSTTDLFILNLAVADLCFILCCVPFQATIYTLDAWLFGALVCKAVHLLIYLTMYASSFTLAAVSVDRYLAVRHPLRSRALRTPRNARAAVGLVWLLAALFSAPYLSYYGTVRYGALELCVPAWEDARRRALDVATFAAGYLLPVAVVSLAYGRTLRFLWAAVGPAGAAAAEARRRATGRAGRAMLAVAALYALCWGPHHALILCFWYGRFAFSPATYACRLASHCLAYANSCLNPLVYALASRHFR
PHOSPHO1 block: PHOSPHO1 (human) inhibition. Q8TCT1. recombinant PHOSPHO1, absorbance phosphatase assay. inhibition, % at 13.3 µM. actives 1.1% (n = 290,000). AID 1565; in the data active = inhibition above about 60%
pCIP destab: lowers stability of the mouse p/CIP coactivator protein; Q05BA5; F442A p/CIP-EGFP cells, EGFP fluorescence, 16 h; decrease of EGFP signal, % at 10 µM; actives 0.01% (n = 290,000); AID 1984;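 active = EGFP signal decrease of at least 30% at 10 µM or well 3 SD below plate mean, unless failing retest; inactive = the rest, including hits failing retest or dose response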; note: some compounds called inactive have numbers as strong as hits; many of its hits are not listed in these tables
CHRM4 PAM: potentiates acetylcholine response at human M4 receptor; P08173; CHO-K1 hM4/Gqi5, Fluo-8 calcium fluorescence, ACh EC20; 0% = ACh EC20, 100% = maximal ACh; activation, % at 3 µM; actives 0.4% (n = 360,000); AID 624126;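 active = activation above its plate's cutoff, the mean activation of sample wells plus 3 SD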; note: some results filed as inactive read as strong as hits
CRFBP-R2 block: blocks CRF-induced signaling of the CRF-BP/CRF-R2 complex. HEK293 CRF-R2/CRF-BP, CRF-induced calcium fluorescence. inhibition, % at 11.8 µM. actives 0.59% (n = 350,000). AID 588475;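 active = inhibition of the ligand-induced calcium signal above about 50% at the single tested concentration, limit read from the data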
MEKK3 PB1 HTS: MEKK3-MEK5 PB1 interaction, increase or decrease; actives 1.4% (n = 290,000); binding response (% of control), % at 10 µM; bead-based flow cytometry, Alexa488-MEK5 binding to MEKK3; actives lie on both sides; 0 = blocked by unlabeled MEK5, 100 = vehicle; Q99759;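 active = binding response more than 3 SD above or below the average of its plate-row segment, actives on both sides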;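 note: Alexa488 bead fluorescence after subtracting the streptavidin-only scavenger bead signal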
Target sequence (Q99759 whole entry, looked up): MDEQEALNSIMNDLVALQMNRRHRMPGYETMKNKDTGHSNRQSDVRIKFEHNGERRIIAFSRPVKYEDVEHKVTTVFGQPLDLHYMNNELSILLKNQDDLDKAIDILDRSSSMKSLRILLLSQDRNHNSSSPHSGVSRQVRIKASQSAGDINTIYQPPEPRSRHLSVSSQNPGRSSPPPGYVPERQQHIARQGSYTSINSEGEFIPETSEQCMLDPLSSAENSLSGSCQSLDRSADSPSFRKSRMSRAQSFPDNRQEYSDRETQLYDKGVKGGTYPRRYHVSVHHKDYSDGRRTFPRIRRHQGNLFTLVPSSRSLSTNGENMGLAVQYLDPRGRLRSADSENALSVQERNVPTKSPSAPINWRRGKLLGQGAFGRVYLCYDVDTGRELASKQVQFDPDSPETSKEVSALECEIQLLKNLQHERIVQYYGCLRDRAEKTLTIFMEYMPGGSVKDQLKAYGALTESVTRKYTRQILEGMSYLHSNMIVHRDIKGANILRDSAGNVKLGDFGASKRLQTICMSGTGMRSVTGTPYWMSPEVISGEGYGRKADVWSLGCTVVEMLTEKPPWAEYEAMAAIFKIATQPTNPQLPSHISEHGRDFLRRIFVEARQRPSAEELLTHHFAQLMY
IDE cell inh: inhibits human insulin-degrading enzyme in HEK cells. P14735. FAbetaB cleavage, fluorescence polarization. inhibition, % at 5.59 µM. actives 0.41% (n = 320,000). AID 434962;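 active = percent inhibition above the average of all tested compounds plus 3 SD, set per screening campaign, cut at about 16% in these data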;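 note: IDE supplied by intact live HEK cells; FP after avidin binding of uncleaved biotin substrate so inhibition keeps polarization high; 0% = DMSO wells and 100% = 60 µM reference IDE inhibitor Ii1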
IDE act: IDE (human) activation, cell-based | HEK cells, FAbeta-B cleavage, fluorescence polarization; 0% vehicle, 100% cell-free pure enzyme wells | actives 0.073% (n = 340,000) | P14735 | activation, % at 5.96 µM | AID 493087;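 active = activation above the mean of all tested compounds plus 3 SD, set per screening campaign, cut at about 17% in these data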
Numbers without * were called inactive; / = no result given.

cpd	structure	CHRM4 PAM	GalR3 antag	CRFR2-BP ag	pCIP destab	PHOSPHO1 block	IDE act	MEKK3 PB1 HTS	IDE cell inh	CRFBP-R2 block
1	COc1ccc(NC(=O)c2ccc(Cc3ccc(C)cc3)o2)cc1	2	2	-1.6	6	-13	2	96	12	-10
2	C#CCN(N(C)c1ncc(C(F)(F)F)cc1Cl)S(=O)(=O)c1ccc2ccccc2c1	-5	-2	65*	-12	16	3	102	-1	-2
3	COc1ccc(S(=O)(=O)N2CCN(CC(=O)Nc3cc(OC)cc(OC)c3)CC2)cc1	18	-1	1.1	-18	42	0	/	0	-32
4	CCC(NC(=S)NCc1ccc(F)cc1)c1ccc(C)cc1 (stereo unspecified)	-13	-5	4.7	-1	-28	-1	105	8	-7
5	CCOC(=O)N1CCN(S(=O)(=O)c2ccc3c(c2)CCN3C(=O)C2CC2)CC1	6	3	-2.0	-13	32	7	99	-1	-8
6	CCOC(=O)c1cc(C#N)c(N)nc1C	1	0	-0.9	3	-4	-1	86	6	6
7	CCOC(=O)c1c(-c2ccccc2)oc2ccc(O)c(CN3CCN(C)CC3)c12	-10	-7	-0.3	-11	-1	2	104	1	-30
8	CCOC(=O)C1=C(c2ccccc2)NC(=S)NC1C (stereo unspecified)	0	-4	-1.4	8	28	7	/	4	5
9	Cc1c(C(=O)NCc2ccccc2CN2CCCC2)oc2c(F)cccc12	0	-8	0.4	/	/	3	/	-1	-1
10	COCCNC(=O)/C(C#N)=C/c1cc(Br)c(O)c(OC)c1	7	1	5.8	3	-8	0	99	4	-17
11	Cc1cc(CNC(=O)CC2C(=O)NCCN2CC(C)(C)C)nn1C (stereo unspecified)	5	-3	5.1	-2	30	5	101	-3	22
12	COc1ccc(CNS(=O)(=O)CCNC(=O)c2ccccc2)cc1	-6	-4	-2.7	/	/	1	/	1	-1
13	CC(C)(C)CC(=O)NCCCN1CCOCC1	4	-5	1.0	-8	11	-5	102	0	-3
14	COc1ccc(CCNC(=O)CCc2ccccc2O)cc1OC	0	-5	-0.5	/	/	4	/	/	-9
15	O=C(NCc1cccnc1)c1ccc(-c2cccc(Cl)c2Cl)o1	-4	-5	0.1	0	41	1	96	2	-22
16	O[C@H]1CN(Cc2cccs2)[C@@H](c2ccccc2)C[C@@H]1n1cc(-c2ccc(F)cc2)nn1	8	-8	1.9	/	/	/	/	/	-11
17	CC1CC(C)CN(S(=O)(=O)c2ccc3c(c2)n(C)c(=O)c(=O)n3C)C1 (stereo unspecified)	4	-1	1.6	-5	27	10	91	-4	0
18	CCC(=O)c1ccc2c(c1)N(CCCN(C)C)c1ccccc1S2	-17	-9	-1.1	/	/	1	103	5	-12
19	COc1ccc(Cl)cc1NC(=O)CN(C)CC(=O)Nc1ccc(Br)cc1	0	-4	-0.8	-2	-5	-1	103	-3	-3
20	O=S(=O)(CC(O)CS(=O)(=O)c1ccc(Cl)cc1)c1ccccc1 (stereo unspecified)	/	-6	-0.9	-10	22	7	102	5	5
21	COc1ccc(OC)c(NC(=O)CS(=O)(=O)c2ccccc2)c1	-2	-3	0.6	0	-2	-4	89	5	-2
22	COc1cc(NC(=O)COC(=O)CO/N=C(\C)c2ccc3c(c2)OCO3)cc(OC)c1OC	5	-2	-1.4	/	/	4	/	8	29
23	Cc1cc(NCc2ccccn2)n2ncc(-c3ccccc3)c2n1	-12	-7	-0.5	-11	28	-4	88	2	-7
24	O=C(OCC(=O)C12CC3CC(CC(C3)C1)C2)c1ccccc1O	5	-1	1.6	/	/	2	/	6	-35

Three compounds out of the list above, ordered by the value under MEKK3 PB1 HTS, lowest first.
cpd	structure	CHRM4 PAM	GalR3 antag	CRFR2-BP ag	pCIP destab	PHOSPHO1 block	IDE act	MEKK3 PB1 HTS	IDE cell inh	CRFBP-R2 block
21	COc1ccc(OC)c(NC(=O)CS(=O)(=O)c2ccccc2)c1	-2	-3	0.6	0	-2	-4	89	5	-2
20	O=S(=O)(CC(O)CS(=O)(=O)c1ccc(Cl)cc1)c1ccccc1 (stereo unspecified)	/	-6	-0.9	-10	22	7	102	5	5
19	COc1ccc(Cl)cc1NC(=O)CN(C)CC(=O)Nc1ccc(Br)cc1	0	-4	-0.8	-2	-5	-1	103	-3	-3

(more compounds)
cpd	structure	CHRM4 PAM	GalR3 antag	CRFR2-BP ag	pCIP destab	PHOSPHO1 block	IDE act	MEKK3 PB1 HTS	IDE cell inh	CRFBP-R2 block
25	Cc1ccc(N(CC(=O)NCc2ccccc2Cl)S(=O)(=O)c2cccs2)cc1	-1	-6	0.1	0	-2	5	110	-4	27
26	COc1ccc(OC)c(-n2c(SCC(=O)Nc3cc(C)on3)nnc2-c2c[nH]c3ccccc23)c1	4	/	-1.6	-16	3	4	91	2	13
27	Cc1nc(N[C@@H](Cc2ccccc2)C(=O)O)c2oc3ccccc3c2n1	13	-6	-0.3	-10	20	3	/	-4	6
28	O=C(COC(=O)/C=C/c1ccc(F)cc1)NCC1CCCO1 (stereo unspecified)	0	-2	0.1	/	/	1	/	-2	-4
29	COc1ccccc1CN1CC(C(=O)NCCc2cn[nH]c2)CCC1=O (stereo unspecified)	5	-3	-0.2	-1	5	-6	104	6	12
30	O=C(COC(=O)c1ccccc1SCC(=O)N1CCCC1)Nc1ccccc1OC(F)F	-13	-1	0.3	/	/	-5	/	-1	0
31	COc1ccc(Cn2cccc(NC(=O)Nc3ccc(F)cc3)c2=O)cc1	-1	-5	2.2	22	26	2	93	5	19
32	COC(=O)c1ccc(Cl)c(NC(=O)CN2CCOCC2)c1	4	1	4.3	-3	24	4	95	5	8
33	CCN(CC)c1ccc2oc(=O)c(C)nc2c1	-14	-3	111*	-20	-4	-16	96	7	-96
34	CCN(CC(=O)NCc1ccc(F)cc1)C(=O)CN1CCN(c2cc(Cl)ccc2C)CC1	-10	-10	0.6	-10	20	-3	104	-2	-1
35	Cc1c(C(=O)O)sc(S(=O)(=O)N2CCN(C(=O)Cc3ccc(F)cc3)CC2)c1C(=O)O	5	-7	-1.4	/	/	5	/	-1	52*
36	CCOC(=O)C1CCCN(c2nc3ccccc3nc2C(C#N)C(=O)OC(C)C)C1 (stereo unspecified)	21*	-4	5.6	-4	-3	2	103	2	-16
37	Cc1ccc(NC(=O)NCc2ccncc2)cc1Cl	4	-4	-0.8	5	37	-1	98	3	4
38	C/C(=N\NC(=O)c1ccccc1C)c1ccc(N2CCOCC2)cc1	4	-1	-0.7	-4	22	7	107	3	33
39	Cc1c(C(=O)NCc2ccc(F)cc2)oc2ccc(S(=O)(=O)N3CCOCC3)cc12	-8	-9	0.2	-7	31	0	103	5	-11
40	COc1ccc(-n2c(C)cc(C(=O)CCl)c2C)cc1	-5	-6	-2.7	-13	-19	3	99	3	-21
41	COc1c(Cl)cc(C(=O)Nc2ccc(Cl)cn2)cc1Cl	-7	-5	3.7	-5	2	1	100	4	-56
42	COc1ccc(NC(=O)Nc2ccc(N(C)C)cc2)cc1	-4	-2	0.7	-4	-29	5	95	4	9
43	COc1ccc(C(=O)NNC(=O)C(C)NC(=O)c2ccccc2NC(=O)c2ccco2)cc1 (stereo unspecified)	2	-2	-0.1	-6	12	2	95	-3	-18
44	COc1ccc(-c2cc3ccccc3cn2)cc1	2	3	1.1	/	/	-5	/	10	-7
45	Nc1c(Cl)ncnc1N1CCOCC1	5	-1	-1.0	-5	-14	0	106	8	1
46	Cc1ccc(OCCCC(=O)NC(C)c2ccccc2)cc1 (stereo unspecified)	4	-5	-0.6	-8	20	-1	98	2	0
47	COC(=O)C(C)Sc1nnc(Cc2cc(=O)[nH]c(=O)[nH]2)n1-c1cc(C)ccc1C (stereo unspecified)	3	-4	-0.4	11	-2	2	100	2	11
48	Cc1ccc(S(=O)(=O)Nc2c(C)n(C)n(-c3ccccc3)c2=O)cc1C(=O)NCc1ccccc1	0	-2	-0.3	/	/	1	/	-4	0

12 structures already listed, arranged by number of heavy atoms, low to high.
cpd	structure	CHRM4 PAM	GalR3 antag	CRFR2-BP ag	pCIP destab	PHOSPHO1 block	IDE act	MEKK3 PB1 HTS	IDE cell inh	CRFBP-R2 block
45	Nc1c(Cl)ncnc1N1CCOCC1	5	-1	-1.0	-5	-14	0	106	8	1
44	COc1ccc(-c2cc3ccccc3cn2)cc1	2	3	1.1	/	/	-5	/	10	-7
40	COc1ccc(-n2c(C)cc(C(=O)CCl)c2C)cc1	-5	-6	-2.7	-13	-19	3	99	3	-21
42	COc1ccc(NC(=O)Nc2ccc(N(C)C)cc2)cc1	-4	-2	0.7	-4	-29	5	95	4	9
46	Cc1ccc(OCCCC(=O)NC(C)c2ccccc2)cc1 (stereo unspecified)	4	-5	-0.6	-8	20	-1	98	2	0
38	C/C(=N\NC(=O)c1ccccc1C)c1ccc(N2CCOCC2)cc1	4	-1	-0.7	-4	22	7	107	3	33
47	COC(=O)C(C)Sc1nnc(Cc2cc(=O)[nH]c(=O)[nH]2)n1-c1cc(C)ccc1C (stereo unspecified)	3	-4	-0.4	11	-2	2	100	2	11
39	Cc1c(C(=O)NCc2ccc(F)cc2)oc2ccc(S(=O)(=O)N3CCOCC3)cc12	-8	-9	0.2	-7	31	0	103	5	-11
35	Cc1c(C(=O)O)sc(S(=O)(=O)N2CCN(C(=O)Cc3ccc(F)cc3)CC2)c1C(=O)O	5	-7	-1.4	/	/	5	/	-1	52*
34	CCN(CC(=O)NCc1ccc(F)cc1)C(=O)CN1CCN(c2cc(Cl)ccc2C)CC1	-10	-10	0.6	-10	20	-3	104	-2	-1
43	COc1ccc(C(=O)NNC(=O)C(C)NC(=O)c2ccccc2NC(=O)c2ccco2)cc1 (stereo unspecified)	2	-2	-0.1	-6	12	2	95	-3	-18
48	Cc1ccc(S(=O)(=O)Nc2c(C)n(C)n(-c3ccccc3)c2=O)cc1C(=O)NCc1ccccc1	0	-2	-0.3	/	/	1	/	-4	0

Additional records:
cpd	structure	CHRM4 PAM	GalR3 antag	CRFR2-BP ag	pCIP destab	PHOSPHO1 block	IDE act	MEKK3 PB1 HTS	IDE cell inh	CRFBP-R2 block
49	O=C(CN1C(=O)C2CCCCC2C1=O)Nc1nc(-c2ccc(F)cc2)cs1 (stereo unspecified)	-15	-6	1.5	/	/	-6	/	5	-32
50	Cc1ccc(OCCCCn2ccnc2C)c(C)c1	-8	-1	-1.3	-1	34	3	104	2	-6
51	CC(=O)c1ccc(OCC(O)COc2ccc(C(C)=O)cc2)cc1	1	-1	-1.6	-13	1	-5	107	8	17
52	Cn1c(N)c(C(=O)COC(=O)CCc2c[nH]c3ccccc23)c(=O)n(C)c1=O	1	3	1.5	2	12	-2	104	0	-9

Bioassay records deposited in PubChem by several laboratories.
